Bioassay records: PubChem BioAssay, The Scripps Research Institute Molecular Screening Center
CHRM1 agonist: agonists of human M1 muscarinic receptor; P11229; CHO-K1 hM1, Fluo-8 calcium fluorescence, agonist mode; 0% DMSO, 100% acetylcholine EC100; activation, % at 3 µM; hit rate 0.33% among 360,000; AID 588814;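 active = activation above the run's mean compound activation plus 3 SD, cut at about 16% in these data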;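 also: peak over basal fluorescence ratio within a 140 s kinetic read after compound addition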
Target sequence (P11229 whole entry, looked up): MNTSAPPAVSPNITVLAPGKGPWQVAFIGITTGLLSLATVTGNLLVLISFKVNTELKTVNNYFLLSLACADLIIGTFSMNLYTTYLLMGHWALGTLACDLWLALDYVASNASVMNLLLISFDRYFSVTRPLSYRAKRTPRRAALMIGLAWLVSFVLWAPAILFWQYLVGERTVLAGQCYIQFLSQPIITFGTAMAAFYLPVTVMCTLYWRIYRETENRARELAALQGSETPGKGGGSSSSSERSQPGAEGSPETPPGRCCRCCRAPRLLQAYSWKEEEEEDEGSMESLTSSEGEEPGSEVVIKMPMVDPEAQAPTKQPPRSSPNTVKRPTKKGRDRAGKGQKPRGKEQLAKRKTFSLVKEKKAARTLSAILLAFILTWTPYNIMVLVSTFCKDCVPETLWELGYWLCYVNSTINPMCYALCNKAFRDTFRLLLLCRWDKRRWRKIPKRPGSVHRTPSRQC
CHO parental Ca: signal in parental CHO cells, OX1R antagonist counter-screen; parental CHO-K1, ATP-induced calcium, Fluo-8 fluorescence; inhibition, % at 5.6 µM; hit rate 0.63% among 330,000;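 active = inhibition above that plate's mean sample inhibition plus 3 SD, cut at about 26% in these data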;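 also: 0% = ATP-challenged DMSO wells and 100% = DMSO wells without ATP; some compounds past the cut are filed as inactive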
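Assay system: parental CHO cells; Read-out basis: percent inhibition of ATP-evoked calcium rise, normalized to controls; Benchmarks: ATP and no-ATP DMSO wells; Compound dosing: single nominal dose of 5.6 µM per compound; Signal: Fluo-8 calcium dye fluorescence; Also added: ATP as calcium-mobilizing challenge; Repeats: singlicate.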
CHRM1 PAM: human CHRM1 positive allosteric modulation; P11229; CHO-K1 hM1, Fluo-8 calcium fluorescence, ACh EC20; 0% = ACh EC20, 100% = maximal ACh; activation, % at 3 µM; hit rate 0.088% among 360,000; AID 588819; in the data active = activation above about 19%, passing the limit was not always enough
TAAR1 agonist: agonists of human TAAR1. CHO RD-HGA16 TAAR1, Fluo-8 calcium fluorescence; vehicle wells 0%, saturating PEA agonist 100%. activation, % at 3 µM. hit rate 0.99% among 360,000;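 active = activation above the mean activation of all test compounds in the run plus 3 SD, cut at about 38% in these data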
Target sequence (Q96RJ0 whole entry, looked up): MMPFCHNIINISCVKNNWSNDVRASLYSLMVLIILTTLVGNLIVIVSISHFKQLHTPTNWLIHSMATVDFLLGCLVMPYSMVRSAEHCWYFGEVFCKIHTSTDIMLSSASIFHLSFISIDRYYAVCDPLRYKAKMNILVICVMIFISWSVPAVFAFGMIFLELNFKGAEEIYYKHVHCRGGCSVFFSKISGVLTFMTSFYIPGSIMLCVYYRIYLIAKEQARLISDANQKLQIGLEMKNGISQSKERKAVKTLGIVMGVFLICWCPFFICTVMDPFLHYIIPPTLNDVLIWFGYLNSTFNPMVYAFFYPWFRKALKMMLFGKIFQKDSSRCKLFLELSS
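test system = CHO RD-HGA16 cells carrying human TAAR1 plus Gα16 | schedule = 17-24 h seeding, 75 min 37 °C dye, 30 min RT | compound dosing = 3 µM single concentration | control set = DMSO and PEA EC100 | replicates = n 1 | signal = Fluo-8 fluorescence, 5 s baseline then 140 s kinetic read | measure = percent activation vs PEA EC100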
M1 antag: antagonists of human M1 muscarinic receptor; P11229; CHO-K1 hM1, Fluo-8 calcium fluorescence, ACh EC80 antagonist; inhibition, % at 3 µM; hit rate 1.3% among 360,000;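 active = percent inhibition above its own plate's cutoff, namely the mean of that plate's compound wells plus 3 SD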;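 also: peak over basal fluorescence ratio during 140 s after agonist addition; 0% = ACh EC80 plus DMSO and 100% = DMSO alone without agonist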
CHO-K1 Ca antag: counter-screen for M1 antagonists: effect in parental CHO-K1 cells | hit rate 0.6% among 360,000 | ATP-induced calcium, Fluo-8 fluorescence | inhibition, % at 3 µM;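 active = inhibition above a per-plate cutoff, the plate's mean sample inhibition plus 3 SD, cut at about 24% in these data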;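 also: 0% = DMSO plus EC80 ATP and 100% = DMSO alone without ATP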
TAAR1 antag: antagonists of human TAAR1 | CHO RD-HGA16 TAAR1, Fluo-8 calcium fluorescence, antagonist | inhibition, % at 3 µM | hit rate 1.5% among 360,000;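 active = inhibition above a per-plate cutoff, the mean inhibition of test compounds on that plate plus 3 SD, cut at about 49% in these data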;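 also: 0% = DMSO plus EC80 beta-PEA response and 100% = DMSO alone without agonist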
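System: CHO RD-HGA16 cells bearing hTAAR1. Reagent: EC80 β-phenethylamine stimulus. Schedule: seeding 17-24 h prior, 75-min 37 °C, 30-min RT dye loading. Signal: Fluo-8 intracellular calcium dye fluorescence, real-time kinetic reads. Read-out: % inhibition from peak post-agonist over basal fluorescence ratio. Benchmarks: vehicle wells and EC80 agonist wells. Replicates: n of 1.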
CHO-K1 Ca PAM: counter-screen for M1 PAMs: effect in parental CHO-K1 cells; ATP EC20, Fluo-8 calcium fluorescence; 0% at ATP EC20, 100% at ATP max; activation, % at 3 µM; hit rate 0.02% among 360,000; AID 602247;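 active = activation above the run cutoff, the mean activation of all test compounds plus 3 SD, cut at about 40% in these data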;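 also: peak over basal fluorescence ratio in a 140 s read after ATP addition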
M1 ag parental: nonselective activator or artifact in parental CHO-K1 cells; Fluo-8 calcium fluorescence; scaled to maximal ATP response, vehicle zero; hit rate 0.48% among 360,000; activation, % at 3 µM; in the data active = activation above about 15%;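 also: untransfected CHO-K1 host cells lacking M1 receptor as counterscreen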
Active calls of the source: *.

What do the screens show for `C/C(=N\Nc1nc(-c2ccccn2)nc2ccccc12)c1ccc(F)cc1`?
CHRM1 agonist: -1; CHO parental Ca: -32; CHRM1 PAM: 8; M1 antag: -10; CHO-K1 Ca antag: 3; CHO-K1 Ca PAM: 1; M1 ag parental: 0.1

What do the screens show for `COCC1CCCN(C(=O)c2ccc(OC3CCN(Cc4ccccn4)CC3)cc2)C1` (stereo not given)?
CHRM1 agonist: -6; CHO parental Ca: -10; CHRM1 PAM: 0; TAAR1 agonist: 1; M1 antag: 1; CHO-K1 Ca antag: -6; TAAR1 antag: -13; CHO-K1 Ca PAM: 7; M1 ag parental: 0.3

How did O=C(NCc1ccc(Cl)cc1)c1cccc(NC2=NC3CS(=O)(=O)CC3S2)c1 (stereo not given) do in these assays?
CHRM1 agonist: -2; CHO parental Ca: -5; CHRM1 PAM: 1; TAAR1 agonist: 0; M1 antag: -2; CHO-K1 Ca antag: -6; TAAR1 antag: -14; CHO-K1 Ca PAM: 15; M1 ag parental: 0.2

How did O=C1CCC(C(=O)Nc2cccc(S(=O)(=O)N3CCOCC3)c2)N1 (stereo not given) do in these assays?
CHRM1 agonist: -3; CHO parental Ca: -8; CHRM1 PAM: 5; TAAR1 agonist: 5; M1 antag: 4; CHO-K1 Ca antag: -6; TAAR1 antag: -29; CHO-K1 Ca PAM: 11; M1 ag parental: 2.8

How did CC(C)OP(=O)(c1ccc(N(C)C)cc1)C(O)c1c(Cl)cccc1Cl (stereo not given) do in these assays?
CHRM1 agonist: -4; CHO parental Ca: -11; CHRM1 PAM: 6; TAAR1 agonist: 5; M1 antag: -4; CHO-K1 Ca antag: -10; TAAR1 antag: -3; CHO-K1 Ca PAM: 26; M1 ag parental: 0.8

How did CC(=O)Nc1ccc(C)cc1 do in these assays?
CHRM1 agonist: -4; CHO parental Ca: -7; CHRM1 PAM: 0; TAAR1 agonist: 0; M1 antag: 0; CHO-K1 Ca antag: -14; TAAR1 antag: -1; CHO-K1 Ca PAM: 3; M1 ag parental: -0.2

Results for CC(=O)CSc1nnc(-c2ccncc2)n1C ?
CHRM1 agonist: -2; CHO parental Ca: 0; CHRM1 PAM: 9; TAAR1 agonist: 5; M1 antag: -7; CHO-K1 Ca antag: -8; TAAR1 antag: 4; CHO-K1 Ca PAM: 24; M1 ag parental: 0.8

What do the screens show for `CCn1c(=O)n(CC)c2cc(N3CCCC3)c(NC(=O)c3ccccc3Br)cc21`?
CHRM1 agonist: -5; CHO parental Ca: -24; CHRM1 PAM: 10; TAAR1 agonist: -3; M1 antag: -7; CHO-K1 Ca antag: -16; TAAR1 antag: -2; CHO-K1 Ca PAM: 18; M1 ag parental: 0.0

What do the screens show for `O=C(CN(CC1CCCO1)C(=O)CCC(=O)Nc1nccs1)NCc1ccccc1` (stereo not given)?
CHRM1 agonist: 1; CHO parental Ca: -11; CHRM1 PAM: -6; TAAR1 agonist: 2; M1 antag: 12; CHO-K1 Ca antag: -4; TAAR1 antag: -3; CHO-K1 Ca PAM: 16; M1 ag parental: 0.0

How did O=C(Cc1cccs1)NCCc1ccc(Cl)cc1 do in these assays?
CHRM1 agonist: -3; CHO parental Ca: -7; CHRM1 PAM: 2; TAAR1 agonist: 0; M1 antag: -1; CHO-K1 Ca antag: -9; TAAR1 antag: -20; CHO-K1 Ca PAM: 2; M1 ag parental: 0.6

Structural class, those above with a Cl atom.
How did O=C(NCc1ccc(Cl)cc1)c1cccc(NC2=NC3CS(=O)(=O)CC3S2)c1 (stereo not given) do in these assays?
CHRM1 agonist: -2; CHO parental Ca: -5; CHRM1 PAM: 1; TAAR1 agonist: 0; M1 antag: -2; CHO-K1 Ca antag: -6; TAAR1 antag: -14; CHO-K1 Ca PAM: 15; M1 ag parental: 0.2

How did CC(C)OP(=O)(c1ccc(N(C)C)cc1)C(O)c1c(Cl)cccc1Cl (stereo not given) do in these assays?
CHRM1 agonist: -4; CHO parental Ca: -11; CHRM1 PAM: 6; TAAR1 agonist: 5; M1 antag: -4; CHO-K1 Ca antag: -10; TAAR1 antag: -3; CHO-K1 Ca PAM: 26; M1 ag parental: 0.8

How did O=C(Cc1cccs1)NCCc1ccc(Cl)cc1 do in these assays?
CHRM1 agonist: -3; CHO parental Ca: -7; CHRM1 PAM: 2; TAAR1 agonist: 0; M1 antag: -1; CHO-K1 Ca antag: -9; TAAR1 antag: -20; CHO-K1 Ca PAM: 2; M1 ag parental: 0.6

Going on with the list.
Results for O=C(NC(=S)Nc1ccc(C(F)(F)F)cc1)c1csnn1 ?
CHRM1 agonist: -6; CHO parental Ca: 1; CHRM1 PAM: -14; TAAR1 agonist: 17; M1 antag: 11; CHO-K1 Ca antag: 3; TAAR1 antag: -4; CHO-K1 Ca PAM: -6; M1 ag parental: 0.4

Results for Cc1occc1C(=O)O/N=C(\N)c1ccccc1 ?
CHRM1 agonist: -2; CHO parental Ca: -8; CHRM1 PAM: 2; TAAR1 agonist: 1; M1 antag: -7; CHO-K1 Ca antag: -6; TAAR1 antag: -3; CHO-K1 Ca PAM: -9; M1 ag parental: 0.2

How did CCCCC(=O)Nc1cc(C)c(NC(=O)c2ccco2)cn1 do in these assays?
CHRM1 agonist: -1; CHO parental Ca: 3; CHRM1 PAM: 17; TAAR1 agonist: 10; M1 antag: -19; CHO-K1 Ca antag: 0; TAAR1 antag: -8; CHO-K1 Ca PAM: -19; M1 ag parental: 0.4

How did COc1cccc(CNc2nc3cc(-c4cccc(C(=O)NCCO)c4)sc3c(=O)n2C)c1 do in these assays?
CHRM1 agonist: -4; CHRM1 PAM: 4; TAAR1 agonist: 0; M1 antag: -9; CHO-K1 Ca antag: -3; TAAR1 antag: 18; CHO-K1 Ca PAM: -7; M1 ag parental: -0.2

Results for CC(C)Nc1nc(Nc2ccc(F)cc2)c2sccc2n1 ?
CHRM1 agonist: -3; CHRM1 PAM: 0; TAAR1 agonist: 1; M1 antag: -3; CHO-K1 Ca antag: 1; TAAR1 antag: -35; CHO-K1 Ca PAM: 10; M1 ag parental: 4.2

What do the screens show for `Oc1ccccc1C1CC(c2cccs2)=NC(c2ccc(Cl)cc2)N1` (stereo not given)?
CHRM1 agonist: -4; CHO parental Ca: 4; CHRM1 PAM: 3; TAAR1 agonist: 5; M1 antag: 3; CHO-K1 Ca antag: -10; TAAR1 antag: 20; CHO-K1 Ca PAM: 0; M1 ag parental: 0.6

Results for CSc1ccccc1NC(=O)COc1ccccc1C ?
CHRM1 agonist: -5; CHO parental Ca: -24; CHRM1 PAM: 2; TAAR1 agonist: 10; M1 antag: 0; CHO-K1 Ca antag: -19; TAAR1 antag: -13; CHO-K1 Ca PAM: 27; M1 ag parental: -0.1

What do the screens show for `CCCCn1nnnc1SCC(=O)Nc1ccc(N(C)C)cc1`?
CHRM1 agonist: -4; CHO parental Ca: -11; CHRM1 PAM: 2; TAAR1 agonist: 4; M1 antag: -7; CHO-K1 Ca antag: -17; TAAR1 antag: -8; CHO-K1 Ca PAM: 19; M1 ag parental: 0.6

How did CN(c1ccc(C(=O)NCc2ccc3c(c2)OCO3)cc1)S(C)(=O)=O do in these assays?
CHRM1 agonist: -2; CHO parental Ca: -7; CHRM1 PAM: 3; TAAR1 agonist: 2; M1 antag: -4; CHO-K1 Ca antag: -3; TAAR1 antag: 8; CHO-K1 Ca PAM: 10; M1 ag parental: 1.0

Results for CC1(C(=O)NCc2cccc3ccccc23)CCN1CCc1ccccc1 (stereo not given) ?
CHRM1 agonist: -4; CHRM1 PAM: 5; TAAR1 agonist: 6; M1 antag: -10; CHO-K1 Ca antag: -18; TAAR1 antag: -4; CHO-K1 Ca PAM: 19; M1 ag parental: 0.7

How did CNC(=O)Nc1ccccc1C(=O)Nc1ccccc1 do in these assays?
CHRM1 agonist: -1; CHO parental Ca: -24; CHRM1 PAM: 14; TAAR1 agonist: 3; M1 antag: -12; CHO-K1 Ca antag: -18; TAAR1 antag: -23; CHO-K1 Ca PAM: 20; M1 ag parental: 0.5

Results for Clc1ccc(Cc2ccccn2)cc1 ?
CHRM1 agonist: -4; CHRM1 PAM: 4; TAAR1 agonist: 0; M1 antag: 1; CHO-K1 Ca antag: 2; TAAR1 antag: -11; CHO-K1 Ca PAM: -14; M1 ag parental: 0.1

How did CC(C)c1ccc(NC(=O)c2ccccc2NC(=O)C2CCCCC2C(=O)O)cc1 (stereo not given) do in these assays?
CHRM1 agonist: -4; CHRM1 PAM: 2; TAAR1 agonist: 0; M1 antag: -5; CHO-K1 Ca antag: -1; TAAR1 antag: -4; CHO-K1 Ca PAM: -3; M1 ag parental: -0.1

How did CCN(CC)S(=O)(=O)c1cc(C(=O)O)c(Cl)cc1Cl do in these assays?
CHRM1 agonist: -1; CHO parental Ca: -5; CHRM1 PAM: 6; TAAR1 agonist: 17; M1 antag: -5; CHO-K1 Ca antag: 6; TAAR1 antag: -14; CHO-K1 Ca PAM: 6; M1 ag parental: 0.0

What do the screens show for `N#Cc1cc2c(nc1SCC(=O)Nc1nccs1)CCCCC2`?
CHRM1 agonist: -12; CHO parental Ca: -10; CHRM1 PAM: 2; TAAR1 agonist: 13; M1 antag: -3; CHO-K1 Ca antag: -23; TAAR1 antag: -7; CHO-K1 Ca PAM: 6; M1 ag parental: 0.6

Results for CC1CCCCN1C(=O)CCNS(=O)(=O)c1ccc2c(c1)c(=O)n(C)c(=O)n2C (stereo not given) ?
CHRM1 agonist: -4; CHO parental Ca: -14; CHRM1 PAM: 2; TAAR1 agonist: 3; M1 antag: -1; CHO-K1 Ca antag: -12; TAAR1 antag: -15; CHO-K1 Ca PAM: 9; M1 ag parental: 1.9

What do the screens show for `S=C1NC[C@H](CC2CCCCC2)N1CCc1cccc2ccccc12`?
CHRM1 agonist: -6; CHO parental Ca: -22; CHRM1 PAM: -3; TAAR1 agonist: 6; M1 antag: 8; CHO-K1 Ca antag: -7; TAAR1 antag: 9; CHO-K1 Ca PAM: 3; M1 ag parental: 0.1

Results for CN=C1C([N+](=O)[O-])=CC=C2C1=NC1(CCCCC1)N2O ?
CHRM1 agonist: -8; CHO parental Ca: -4; CHRM1 PAM: 10; TAAR1 agonist: -2; M1 antag: -5; CHO-K1 Ca antag: -5; TAAR1 antag: 16; CHO-K1 Ca PAM: 19; M1 ag parental: 0.0

Results for O=C(NCCC1=CCCCC1)N[C@@H](Cc1ccccc1)C(=O)O ?
CHRM1 agonist: -5; CHO parental Ca: -15; CHRM1 PAM: 9; TAAR1 agonist: -1; M1 antag: -10; CHO-K1 Ca antag: -14; TAAR1 antag: -14; CHO-K1 Ca PAM: 27; M1 ag parental: 2.6
